mcGAS RapidFire: inhibitors of Mus musculus cyclic GMP-AMP synthase, initial high-throughput assay, cell-free, RapidFire MS; Q8C6L5; inhibition, % at 12.5 µM; recombinant mouse cGAS, cGAMP by RapidFire MS; 130,000 compounds, 0.18% hits;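 active = inhibition of cGAS enzyme activity at or above 60%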;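 note: enzyme stimulated by 45 bp dsDNA with ATP and GTP substrates; cGAMP share of summed cGAMP plus half ATP and half GTP signals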
Target sequence (Q8C6L5 whole entry, looked up): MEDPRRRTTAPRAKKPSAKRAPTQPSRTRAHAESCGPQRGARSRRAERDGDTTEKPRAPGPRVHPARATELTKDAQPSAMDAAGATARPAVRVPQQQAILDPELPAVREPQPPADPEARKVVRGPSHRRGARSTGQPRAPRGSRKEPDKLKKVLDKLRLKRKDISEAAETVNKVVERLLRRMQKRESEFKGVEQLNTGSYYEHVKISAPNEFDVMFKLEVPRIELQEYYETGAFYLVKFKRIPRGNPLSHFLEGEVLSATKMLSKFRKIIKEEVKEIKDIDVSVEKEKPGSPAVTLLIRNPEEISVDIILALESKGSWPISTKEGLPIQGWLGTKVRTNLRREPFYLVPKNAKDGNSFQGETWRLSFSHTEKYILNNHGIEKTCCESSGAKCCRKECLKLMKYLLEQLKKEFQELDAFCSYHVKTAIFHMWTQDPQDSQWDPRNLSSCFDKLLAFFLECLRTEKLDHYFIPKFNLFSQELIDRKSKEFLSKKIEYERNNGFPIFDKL
* hit, by the source's call; & = joins results of further samples. These rows are one share of the data (hit frequency here may not be typical).

| structure | mcGAS RapidFire |
| --- | --- |
| Cc1ccc(C(=O)c2ccccc2C(=O)N2CCn3cncc3C2)cc1 | 1 |
| COc1cccc(CN(C)C(=O)CCc2nc3sc4c(c3c(=O)[nH]2)CCC4)c1OC | -11 |
| Cn1c(=CC(=O)C(C)(C)C)s/c(=C/c2cn[nH]c2C(C)(C)C)c1=O | 0 |
| CC(Sc1ccccc1C(=O)O)C(=O)Nc1ccc(N(C)C)cc1 (stereo not given) | -8 |
| COC(=O)c1sccc1NC(=O)CCN1CCCC1c1ccccn1 (stereo not given) | -36 |
| COc1ccc(OC)c(C(O)c2nccn2C)c1 (stereo not given) | -11 |
| COc1ccc(CN2CCNC(=O)C2CC(=O)NCCc2nc(C)c3c(n2)CCC3)cc1C (stereo not given) | -8 |
| N#CC(=C(O)c1ccc(Oc2ccccc2)cc1)c1nc2ccccc2[nH]1 | -5 |
| O=C(Cn1c(CO)cnc1SCc1ccccc1)NC1CCCC1 | -8 |
| Cc1ccc(Cl)cc1Nc1nc(C(=O)N(CCC(=O)NC2CC2)C2CC2)cs1 | -8 |
| COCCN1C(=O)C(C(C)C)NC12CCN(C(=S)Nc1cccc(Cl)c1)CC2 (stereo not given) | -9 |
| [O-][n+]1ccccc1SCc1cc2c(cc1Br)OCO2 | -10 |
| CNC(=O)[C@@H]1C[C@@H](N)CN1Cc1c(F)ccc(C)c1Cl | -17 |
| CCn1c2c(=O)n(C)c(=O)n(C)c2n2c(-c3ccc(OCc4ccccc4)cc3)nnc12 | -7 |
| Cc1sc2nc(CSc3nnc(C4CC4)n3C3CC3)[nH]c(=O)c2c1C | -4 |
| COC(=O)[C@@H]1CCCN1C(=O)CCC1(Cc2ccc(-c3ccccc3)cc2)CCC(=O)N1 (stereo not given in full) | -6 |
| CC(C)(C)c1ccc(C(=O)N2CCN(Cc3ccccc3)CC2)cc1 | -8 |
| O=C(Nc1cnc2n1CCCC2)c1ccc(CN2CCCC2)o1 | -6 |
| Cc1ccc(C(=O)NCC(=O)Nc2ccc(N3CCCCC3)cc2)cc1 | -1 |
| Cc1nc(-c2cccnc2)sc1-c1ccc(SCC(=O)Nc2ccc(F)cc2)nn1 | 24 |
| CC1CCN(C(=O)NCc2cccc(NC(=O)c3ccco3)c2)C1 (stereo not given) | -4 |
| COc1cccc(C2c3nc[nH]c3CCN2Cc2cc(C(C)(C)C)n[nH]2)c1 (stereo not given) | -1 |
| NS(=O)(=O)c1ccc(CCNCCC(=O)N2CCc3ccccc3C2)cc1 | -15 |
| N#Cc1ncn(-c2ncc(C(F)(F)F)cc2Cl)n1 | -2 |
| CCCOc1c(Cl)cc(C(=O)N2CCC(CN3CCOCC3)C2)cc1OC (stereo not given) | -1 |
| CCOP(=O)(c1ccccc1)C(C#N)C(C)=O (stereo not given) | -12 |
| CCNC(=O)C1(C)CCN1CCC(=O)c1ccc(C)cc1 (stereo not given) | -10 |
| Cc1ccc(O)c(CN2CCCn3cccc3C2c2ccccc2Cl)c1 (stereo not given) | 5 |
| O=C(Cn1c(C(F)(F)F)nc2ccccc21)NN=Cc1ccc[nH]1 | -2 |
| CC(C)NC(=O)C1CCN(C2CCN(Cc3cccn3-c3ncccn3)CC2)CC1 | -3&4 |
| CCOc1cc(/C=C(\C#N)c2nn(CCO)c(N)c2C#N)cc(Br)c1OC | 4 |
| COCC(C)Nc1ncnc2sc3c(c12)CCCC3 (stereo not given) | 4 |
| CC1CC1C(=O)N1CCN(CCC(F)(F)F)CC1 (stereo not given) | -5 |
| CC(C)CCC(c1ccccc1)N(C)C(=O)C1(C(N)=O)CC1 (stereo not given) | -16 |
| Cc1cc(CS(=O)C(C)C(=O)NC(C)(C)C)no1 (stereo not given) | -6 |
| COc1ccc(C(CO)N(C)Cc2ccc(-n3cccn3)cc2)cc1 (stereo not given) | -3 |
| O=C(CSc1ccc(C(=O)NCC(c2ccccc2)c2ccccc2)cn1)c1ccc(Cl)cc1 | -1 |
| Cc1ccc(NC(=O)CC(=O)NCCSc2nccn2C)c(C)c1 | -12 |
| NS(=O)(=O)c1cc2c(cc1Cl)NC=NS2(=O)=O | 0&5&11 |
| Cc1nc([N+](=O)[O-])cn1CCC(=O)N1CCN(c2cccc(O)c2)CC1 | -3 |
| COc1cc(Cl)c(S(=O)(=O)N2CCCC2)cc1Cl | 2 |
| COc1c(C)cc(C(=O)N2CCOC(COc3ccc(C)cc3)C2)cc1C (stereo not given) | -5 |
| Cc1ccc(S(=O)(=O)Nc2ccc3c(c2)CCC(=O)N3Cc2ccccc2)s1 | 1 |
| OCCC1CSCCN1c1ncnc2cc(F)c(F)cc12 (stereo not given) | -2 |
| CCc1cc2c(=O)n(NC(=O)Cc3cc(Cl)c4c(c3)OCCCO4)cnc2s1 | -9 |
| O=C(CCN1CCCO1)N1CCOC(CC(c2ccccc2)c2ccccc2)C1 (stereo not given) | -6 |
| Cc1ccc(NC(=O)NCCNc2ccc(Nc3ccncc3)nn2)cc1 | -5 |
| Cc1nnc(CCNC(=O)c2ccccc2C2CCNC2)s1 (stereo not given) | -12 |
| CCCNC(=O)C(C)S(=O)Cc1cccc(F)c1 (stereo not given) | -8 |
| COc1ccc2c(c1OC)CN(C(=O)c1ccccc1OCc1cccnc1)CC2 | -3 |
| COc1ccc(NC(=O)CCSc2ccc(Cl)cc2)cc1S(=O)(=O)N1CCOCC1 | -2 |
| CCN(CC)CCC(C)OC(c1ccccc1)c1ccccc1 (stereo not given) | -9 |
| CC(Sc1nc2ccccc2c(=O)n1CCC1=CCCCC1)C(N)=O (stereo not given) | 4 |
| CC1CCN(Cc2nc3c(oc4ccccc43)c(=O)[nH]2)CC1 | 14 |
| O=c1c2cnc3nc(-c4ccc(Cl)cc4)nn3c2ccn1Cc1cccnc1 | 5 |
| Cc1cc(C)nc(C(C#N)C(=O)CC(C)c2ccccc2C)n1 (stereo not given) | -2 |

Continuation.
| structure | mcGAS RapidFire |
| --- | --- |
| Cc1nn(CC(C)C)c(Cl)c1C(=O)N1CCN(C(=O)C2CC2)CC1 | -9 |
| Cc1ccc(CNC(=O)N(Cc2ccc(F)cc2F)C2CC2)cn1 | -8 |
| CCC(CO)N(Cc1cccnc1)C(=O)Cc1ccc(O)c(Cl)c1 (stereo not given) | -7 |
| Cc1ccc(C(=O)c2nc3c(n2O)CCCC3)cc1 | 17 |
| Cc1cc(C)n(CC(C)NCc2ccc(-n3cncn3)cc2)n1 (stereo not given) | -11 |
| CN(Cc1ccccc1)C(=O)CCC1CCN(C(=O)C2CCCO2)CC1 (stereo not given) | -2 |
| CCOc1cc(/C=C(\C#N)c2nn(CCO)c(N)c2C#N)ccc1OCc1ccccc1F | 0 |
| CCC1(C)Cc2ccccc2-c2nc3[nH][nH]c(=S)n3c(=O)c21 (stereo not given) | 15 |
| CCOC(=O)C1(CC2CCCCO2)CCN(C(=O)COc2ccc(Cl)cc2)CC1 (stereo not given) | -9 |
| CCC1(C)NC(=O)N(NC(=O)c2oc3ccccc3c2C)C1=O (stereo not given) | -5 |
| Cc1nc2n(n1)C(=O)C(C(c1ccc(Cl)cc1)N1CCc3ccccc3C1)S2 (stereo not given) | -4 |
| CC1CC1C(=O)Nc1ccc(F)cc1C(=O)N1CCC(n2cccc2)CC1 (stereo not given) | 0 |
| CCOC(=O)C1=C(C)N(C)C(=O)NC1c1ccccc1OC (stereo not given) | 0 |
| COc1ccc(NC(=O)c2nnc(CN3C4CCC3CC(=O)NC4)s2)cc1 (stereo not given) | -5 |
| NS(=O)(=O)c1cccc(S(=O)(=O)N2CCC(c3ncc[nH]3)CC2)c1 | -3 |
| CC(C)c1cnc(NS(=O)(=O)c2ncn(C)c2Cl)s1 | -22&3 |
| Cc1ccc(S(=O)(=O)N(C)Cc2c(C)nn(-c3ccccc3)c2C)c(C)c1 | -1 |
| CC(C)Cn1c2ccccc2c2nc3ccccc3nc21 | -7 |
| O=C(Nc1cnns1)c1cccc(CN2CCCC2c2nccs2)c1 (stereo not given) | -3 |
| O=C(OCC(=O)N1CCOC(c2ccc(F)cc2)C1)c1cc2c(s1)CCC2 (stereo not given) | -3 |
| CNc1nc(-c2cn(CCC#N)c3ccccc23)cs1 | 1 |
| Cc1noc(COCC(=O)N(CC(F)(F)F)C2CCCC2)n1 | -11 |
| CCOC(=O)c1nn(-c2ccc(F)cc2)c(=O)cc1N1CCCc2ccccc21 | 2 |
| CC(C)(C)c1ccc(C(=O)N2N=C(c3ccccc3)CC2(O)C(F)(F)F)cc1 (stereo not given) | -38 |
| O=C(CSc1nc2sc3c(c2c(=O)[nH]1)CCCC3)N(CCO)CCO | -14 |
| Cc1sc2ncnc(SCC#N)c2c1C | 3 |
| CN(C)[C@@H]1C[C@@H](CO)N(C(=O)c2[nH]nc(N)c2-c2ccccc2)C1 | -4 |
| CCCN1CCC(C)(C(=O)Nc2ccc(F)cc2)C1 (stereo not given) | -8 |
| CCc1nn2c(ncc3c(=O)n(-c4nccs4)ccc32)c1-c1ccccc1 | -7 |
| O=C(CC(=O)NN=C1CCCCC1)NCCc1ccccc1 | -6 |
| C#CC(CO)NCc1ccccc1 (stereo not given) | 0 |
| COc1ccc2c(c1)N1CCN(c3cnccn3)CC1C(C(=O)NCC(C)C)C2 (stereo not given) | -1 |
| COC(=O)C1(C(=O)OC)CC1S(=O)c1ccccc1 (stereo not given) | -5 |
| CCCc1nc(C)cc(-c2ccc(OC)nc2)n1 | 5 |
| COc1ccc(C(=O)NNC(=O)CC23CC4CC(CC(C4)C2)C3)c(OC)c1OC | -2 |
| COc1ccc(-c2nc(N3CCN(Cc4ccccc4)CC3)[nH]c(=O)c2C#N)cc1 | -8 |
| C=CCN1C(=O)/C(=C\c2cccc(C(F)(F)F)c2)SC1=S | 1 |
| CCOC(=O)c1nn(-c2ccc(C)cc2)c(=O)cc1OS(=O)(=O)c1ccccc1C(F)(F)F | 6 |
| CCCCS(=O)(=O)N1C[C@H](N)C[C@H]1C(=O)NC | -48 |
| COCCn1c(O)c(C=NNc2ncnc3sccc23)c(=O)[nH]c1=S | -6 |
| O=C(C1CCN(S(=O)(=O)c2cccs2)CC1)N1CCCC(C(F)(F)F)C1 (stereo not given) | -1 |
| CC(=O)O[C@H]1CC[C@@]2(C)C(=CCC3C2CC[C@@]2(C)C3CC[C@@H]2C(C)CCCC(C)C)C1 (stereo not given in full) | -3 |
| CCCC(=O)N1CCCCC1C(=O)Nc1ccc(Oc2cc(C)[nH]n2)cc1 (stereo not given) | 1 |
| COc1ccccc1C(C)N(C)CC(=O)Nc1cccc(S(C)(=O)=O)c1 (stereo not given) | -1 |
| O=c1[nH]c(=O)n(Cc2csc(-c3ccccn3)n2)cc1Cl | -30&-4 |
| CC(CS(C)(=O)=O)N(C)C(=O)c1cc2cc(F)ccc2s1 (stereo not given) | -3 |
| O=C(Nc1ccccc1F)N1CCCC(Cn2cc(C3CC3)nn2)C1 (stereo not given) | 0 |
| O=C(COC(=O)CNC(=O)c1cccc(Cl)c1)NC1CCCCC1 | -3 |
| O=C(NCCc1ccc(F)cc1)c1ccccc1Br | 3 |
| CCn1cncc1Cn1cnc(-c2ccccc2)c1-c1cccc(C)n1 | -11 |
| CCOC(=O)c1c(N)sc2c1CCN(Cc1ccccc1)C2 | -3 |
| Cc1ccc2[nH]c(C(=O)O)c(CN3CCCC4(CCNCC4)CC3)c2c1 | -21 |
| Cn1cc(C(=O)NCCSC2CCCC2)cn1 | 6 |
| O=S(=O)(NC1CC1)C1CCN(Cc2cc(Cl)nc(Cl)c2)C1 (stereo not given) | -1 |
| CCc1ccc(-c2c(-c3ccccc3)ncn2CC(C)n2cncn2)o1 (stereo not given) | -2 |
| CC(C)NC(=O)[C@@H]1C[C@@H](N)CN1C(=O)c1ccccc1-c1ccccc1F | 5 |

(next part)
| structure | mcGAS RapidFire |
| --- | --- |
| COc1cc(C(=O)NCc2ccc3c(c2)OCCO3)ccc1OC(F)F | -8 |
| CCN(CC1CC1)C(=O)NCCC(C)(C)C | -9 |
| Cc1nn(C)c(C)c1S(=O)(=O)NCc1cccs1 | -5 |
| O=C(Nc1ccc(CN2CCCC2)cc1)c1coc(Br)c1 | -2 |
| CCn1cc(S(=O)(=O)Nc2cc(C)c(Br)cn2)cn1 | -11 |
| Cc1nc(C2CCCNC2)cc(N(C)Cc2cccc3cnccc23)n1 (stereo not given) | -10 |
| COc1cc(CC2(CCC(=O)NCc3cn4cc(C)sc4n3)CCC(=O)N2)ccc1F (stereo not given) | 3 |
| Cc1cc(C)c2[nH]c(C(=O)NCCn3c(C)cc(C)nc3=O)c(C)c2c1 | -11 |
| NC(=O)N1CC(O)CC1C(=O)O (stereo not given) | -1 |
| Cc1[nH]cnc1-c1c(-c2ccccc2)ncn1CC1OCCc2ccccc21 (stereo not given) | -6 |
| Cc1cc(F)c2c(c1)CCCN2S(=O)(=O)c1ccc(C(N)=O)cc1 | -12 |

Entries listed so far that contain two or more sulfur atoms (15):
| structure | mcGAS RapidFire |
| --- | --- |
| Cc1sc2nc(CSc3nnc(C4CC4)n3C3CC3)[nH]c(=O)c2c1C | -4 |
| Cc1nc(-c2cccnc2)sc1-c1ccc(SCC(=O)Nc2ccc(F)cc2)nn1 | 24 |
| NS(=O)(=O)c1cc2c(cc1Cl)NC=NS2(=O)=O | 0&5&11 |
| Cc1ccc(S(=O)(=O)Nc2ccc3c(c2)CCC(=O)N3Cc2ccccc2)s1 | 1 |
| COc1ccc(NC(=O)CCSc2ccc(Cl)cc2)cc1S(=O)(=O)N1CCOCC1 | -2 |
| NS(=O)(=O)c1cccc(S(=O)(=O)N2CCC(c3ncc[nH]3)CC2)c1 | -3 |
| CC(C)c1cnc(NS(=O)(=O)c2ncn(C)c2Cl)s1 | -22&3 |
| O=C(Nc1cnns1)c1cccc(CN2CCCC2c2nccs2)c1 (stereo not given) | -3 |
| O=C(CSc1nc2sc3c(c2c(=O)[nH]1)CCCC3)N(CCO)CCO | -14 |
| Cc1sc2ncnc(SCC#N)c2c1C | 3 |
| C=CCN1C(=O)/C(=C\c2cccc(C(F)(F)F)c2)SC1=S | 1 |
| COCCn1c(O)c(C=NNc2ncnc3sccc23)c(=O)[nH]c1=S | -6 |
| O=C(C1CCN(S(=O)(=O)c2cccs2)CC1)N1CCCC(C(F)(F)F)C1 (stereo not given) | -1 |
| CC(CS(C)(=O)=O)N(C)C(=O)c1cc2cc(F)ccc2s1 (stereo not given) | -3 |
| Cc1nn(C)c(C)c1S(=O)(=O)NCc1cccs1 | -5 |

Source: PubChem
